# PP1 inh – PP1-alpha phosphatase inhibitors, primary screen, counter-screen for PP5 inhibitor project, biochemical, fluorescence, OMFP substrate, single point. purified PP1alpha. 0.9% of 320,000 active. inhibition, % at 6.7 µM. Serine/threonine-protein phosphatase PP1-alpha catalytic subunit (Homo sapiens), P62136;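 active = inhibition above the mean inhibition of all tested compounds plus 3 SD, computed separately for each screening campaign, cut at about 15% in these data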
# HCV core dimer – inhibitors of HCV core protein dimerization, primary screen, biochemical, TR-FRET, high-throughput. inhibition, % at 5 µM. TR-FRET GST/Flag-core106 dimerization, 1536-well. AID 1899, 2009. 0.33% of 300,000 active;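 active = inhibition above the mean of all tested compounds plus 3 SD, set per screening campaign, cut at about 45% in these data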
#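 Assay system: GST-tagged and Flag-tagged HCV core protein residues 1-106 / Times: compound-protein-antibody incubation 4 h at 22.5 °C / Signal: time-resolved FRET, ex 340 nm, em 617 and 671 nm / Evaluation: % inhibition based on acceptor/donor emission ratio / Benchmarks: wells lacking GST-core106 and wells with excess unlabelled core106 / Repeats: singlicate, one well per compound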
# PP5 inh – PP5 phosphatase inhibitors, primary screen, biochemical, fluorescence. Serine/threonine-protein phosphatase 5 (Homo sapiens), P53041. purified PP5c, OMFP substrate fluorescence. inhibition, % at 6.7 µM. 0.18% of 320,000 active. AID 1987, 2009;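 active = inhibition above the campaign's mean inhibition across all tested compounds plus 3 SD, cut at about 9.5% in these data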;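 also: 0% = DMSO only and 100% = 100 µM cantharidin control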
# Target sequence (P53041 whole entry, looked up): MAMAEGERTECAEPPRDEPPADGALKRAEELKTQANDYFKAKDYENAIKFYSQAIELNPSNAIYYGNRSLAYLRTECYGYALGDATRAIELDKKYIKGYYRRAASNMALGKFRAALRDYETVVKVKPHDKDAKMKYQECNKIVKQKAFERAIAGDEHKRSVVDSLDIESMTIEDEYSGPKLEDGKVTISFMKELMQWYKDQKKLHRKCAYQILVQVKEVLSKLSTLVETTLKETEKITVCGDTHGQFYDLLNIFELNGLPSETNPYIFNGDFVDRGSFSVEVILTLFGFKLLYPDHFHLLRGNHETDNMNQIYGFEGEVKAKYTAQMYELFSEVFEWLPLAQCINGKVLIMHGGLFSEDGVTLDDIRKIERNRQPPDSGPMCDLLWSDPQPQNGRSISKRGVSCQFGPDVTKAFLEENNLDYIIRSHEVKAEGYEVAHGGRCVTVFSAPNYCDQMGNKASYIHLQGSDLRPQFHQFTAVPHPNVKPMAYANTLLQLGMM
# GRK2 inh – compounds blocking aptamer binding on GRK2 – biochemical, human GRK2, bead flow cytometry, HTS, primary screen. FAM-aptamer displacement from GRK2. 0.59% of 330,000 active. inhibition of aptamer binding, % at 10 µM. Beta-adrenergic receptor kinase 1 (Homo sapiens), P25098;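 active = inhibition of aptamer binding above 40%, roughly 3 SD of noise, on plates passing a quality check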;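 also: median bead fluorescence of bound FAM aptamer so fluorescent compounds give negative values; no value below 0 was filed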
# GASC-1 inh – inhibitors of GASC-1 histone demethylase, primary screen, biochemical, fluorescence, DELFIA europium. GST-JMJD2C(1-420) H3K9me3 demethylation. inhibition, % at 2.35 µM. 0.069% of 330,000 active;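 active = more than half of a compound's replicate wells show inhibition beyond 50%, single wells judged on their own value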;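 also: signal counts dimethyl H3K9 product captured on neutravidin plate; 0% = median of DMSO wells and 100% = 0.3 times that DMSO median; strong numbers were not always called active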
# proCasp3 act – activators of human procaspase-3 D3A mutant, primary screen, biochemical, absorbance, PC-3 D3A mutant, single concentration. Caspase-3 (Homo sapiens), P42574. recombinant procaspase-3 D3A, Ac-DEVD-pNA absorbance 405 nm. 0.11% of 330,000 active. activation, % at 8.5 µM;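 active = activation above the mean of all tested compounds plus 3 SD, cut at about 21% in these data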;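 also: 0% = DMSO alone and 100% = DMSO wells spiked with extra 5 µM PC-3 D3A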
# Target sequence (P42574 whole entry D9A/D28A/D175A): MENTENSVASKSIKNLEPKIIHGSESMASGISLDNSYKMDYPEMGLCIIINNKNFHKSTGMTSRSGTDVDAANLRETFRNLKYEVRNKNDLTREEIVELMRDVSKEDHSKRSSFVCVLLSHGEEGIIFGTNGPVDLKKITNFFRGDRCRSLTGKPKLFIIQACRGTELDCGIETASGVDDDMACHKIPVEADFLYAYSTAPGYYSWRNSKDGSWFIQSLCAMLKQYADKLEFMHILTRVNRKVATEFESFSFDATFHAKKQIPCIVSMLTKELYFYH
#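 Compound: 8.5 µM single point, 0.8% DMSO / Material: Autoprocessing-dead procaspase-3 D3A mutant enzyme / Timing: 1 h preincubation plus 2 h reaction at 25 °C / Medium: Zinc-free HEPES/NaCl buffer with 0.01% Triton X-100 at pH 7.4 / Technique: 405 nm absorbance of p-nitroaniline, reads at 0 and 120 min / Repeats: one well per compound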
# Fh CTSL1 inh – Fasciola hepatica cathepsin L1 inhibitors, primary screen, counter-screen for PFM18AAP inhibitor project, biochemical, QFRET, fluorogenic peptide substrate; recombinant F. hepatica cathepsin L1, Z-Leu-Arg-MCA fluorescence; inhibition, % at 5.96 µM; 0.49% of 300,000 active;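 active = inhibition above the mean of all tested compounds plus 3 SD, set per screening campaign, cut at about 17% in these data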;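 also: 0% = plate median of test compound wells and 100% = 1 µM Z-Phe-Ala-diazomethylketone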
# VLA-4 inh – inhibition in human VLA-4 binding assay, primary screen, VLA-4 allosteric modulator project, MLPCN library, flow cytometry, VLA-4 expressing cells; 0.2% of 330,000 active; ligand binding flow cytometry; Integrin alpha-4 (Homo sapiens), P13612; inhibition, % (about 7 µM as worked out from the volumes in the protocol); AID 2557, 2010; in the data active = inhibition above about 50%
# procasp7 counter – procaspase-7 activators, primary screen, counter-screen for procaspase-3 activator project, biochemical, absorbance, HTS, human. AID 463210, 2010. 0.093% of 330,000 active. activation, % at 8.5 µM. recombinant procaspase-7, Ac-DEVD-pNA absorbance 405 nm; D23A/D198A/D206A triple mutant, cannot self-cleave; scale: DMSO 0, 5 µM enzyme 100;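 active = percent activation above the screen-wide mean plus 3 SD, cut at about 25% in these data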
# Target sequence (P55210 whole entry D23A/D198A/D206A): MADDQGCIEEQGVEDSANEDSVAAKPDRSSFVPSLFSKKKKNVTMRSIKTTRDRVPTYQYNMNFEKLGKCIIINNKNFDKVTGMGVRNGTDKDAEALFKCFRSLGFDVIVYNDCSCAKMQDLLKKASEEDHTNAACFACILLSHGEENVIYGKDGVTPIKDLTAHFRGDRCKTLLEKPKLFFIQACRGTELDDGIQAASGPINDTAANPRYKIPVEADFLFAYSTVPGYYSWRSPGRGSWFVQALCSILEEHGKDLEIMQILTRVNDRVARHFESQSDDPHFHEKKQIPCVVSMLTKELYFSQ
#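 Test system: Procaspase-7 triple mutant (PC-7 D3A). Also added: Ac-DEVD-pNA substrate, 400 µM as added. Schedule: 1 h enzyme–compound preincubation and 2 h substrate reaction, both 25 °C. Signal: p-Nitroaniline absorbance at 405 nm, read at 0 and 120 min. Control set: low DMSO alone, high DMSO plus 5 µM PC-7.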
# * = called active by the depositor; x = no result given.
no.	SMILES	PP1 inh	HCV core dimer	PP5 inh	GRK2 inh	GASC-1 inh	proCasp3 act	Fh CTSL1 inh	VLA-4 inh	procasp7 counter
1	CCOC(=O)c1cc(S(=O)(=O)NCc2ccc3c(c2)OCO3)cn1C	-5	-2	0.1	2	4	5	0	6	-1
2	CCOC(=O)c1ccccc1NC(=S)N1CCC(C(N)=O)CC1	-2	-1	-1.7	0	10	-3	2	-7	-2
3	COc1cc(NC(=O)c2ccccc2)c(OC)cc1NC(=O)CN1CCCCC1	0	0	1.3	0	-10	5	-2	15	5
4	O=C(CCCN1CCC(C(=O)c2ccc(F)cc2)CC1)c1ccc(F)cc1	2	-1	0.7	0	2	-2	0	9	7
5	O=C1CC(c2ccccc2)Sc2nc(-c3ccccc3)c(-c3ccccc3)n21 (configuration not stated)	0	-7	0.8	9	-9	0	0	-14	4
6	CCn1cc(C(=O)O)c(=O)c2cnc(N3CCN(C(=S)NC(=O)c4ccc(F)c(F)c4)CC3)nc21	0	14	-2.5	0	7	2	3	10	0
7	Cc1nnsc1S(=O)c1ccc(Br)cc1 (configuration not stated)	1	-13	-5.6	1	-8	-5	-8	15	-13
8	CCOC(=O)C(=Cc1ccccc1OC)C(=O)OCC	-4	9	0.5	7	-1	-7	-4	4	3
9	CCOc1cc(/C=C/C(=O)NCCc2ccc(S(N)(=O)=O)cc2)ccc1OCC(C)C	3	6	4.5	0	4	10	19*	1	11
10	NC(=O)CC(NC(=O)Cc1ccc(Br)cc1)c1ccc(NCCN2CCCC2)c([N+](=O)[O-])c1 (configuration not stated)	-5	8	1.7	2	0	2	0	-2	-12
11	CCOC(=O)N1CCN(C(=O)c2ccc(S(=O)(=O)c3ccc(C)cc3)c(NC(C)=O)c2)CC1	-3	0	-1.6	6	-27	0	5	4	3
12	C[C@H](NC(=O)OC(C)(C)C)C(=O)N/N=C/c1ccc2nccnc2c1	-3	-4	-1.4	2	-11	0	-1	14	4

# (continued)
no.	SMILES	PP1 inh	HCV core dimer	PP5 inh	GRK2 inh	GASC-1 inh	proCasp3 act	Fh CTSL1 inh	VLA-4 inh	procasp7 counter
13	CSc1nnc(-c2sccc2OCc2ccc(C)cc2)n1C	-1	4	0.2	0	0	3	1	-2	-7
14	C=CCN(C(=O)CSc1nc2[nH]ncc2c(=O)n1-c1ccccc1OC)c1ccccc1	2	-2	4.7	0	x	3	-1	37	11
15	CCOc1ccc(-c2nnn(CC(=O)c3cc(OC)ccc3OC)n2)cc1	-2	9	3.9	0	5	-3	0	-2	-4
16	Cc1ccc(/C=N/NC(=O)CNC(=O)c2cccs2)cc1	-3	-11	0.6	0	-2	11	-4	5	8
17	Cn1nc(CC(=O)NC2CCCCCC2)c2ccccc2c1=O	1	-5	0.1	0	15	10	-3	22	11
18	CC(=O)Nc1ccc(S(=O)(=O)NCCN2CCOCC2)cc1	0	-7	0.6	4	2	-7	-2	-2	4
19	Cc1ccc(CNC(=O)CN2CCN(Cc3ccc(C)cc3)C2=O)cc1	0	-4	-3.7	1	2	-4	-2	6	-12
20	CCOC(=O)c1c(/N=C/N(C)C)sc(/C=N/Nc2ccccc2)c1-c1ccccc1	1	3	2.1	1	0	-5	-5	-4	-3
21	Cc1sc2ncnc(N=Nc3c(O)[nH]c4ccccc34)c2c1C	-5	-16	0.4	0	-5	-4	4	-66	7
22	CCc1nc2oc3cc(OC)ccc3c(=O)c2c(=O)n1Cc1ccccc1	4	9	0.5	0	0	0	0	-9	2
23	CCCN1CCC(NC(=S)Nc2ccc(OC)c(OC)c2)CC1	5	-1	-0.1	2	3	4	0	13	2
24	CCOc1ccc(NC(=O)c2c(NC(=O)CN3CCCC3)sc3c2CCC3)cc1	-5	-1	-0.3	1	-1	1	-1	-2	-2

# (further entries)
no.	SMILES	PP1 inh	HCV core dimer	PP5 inh	GRK2 inh	GASC-1 inh	proCasp3 act	Fh CTSL1 inh	VLA-4 inh	procasp7 counter
25	COc1ccccc1C(=O)N/C(=C/c1ccc(Br)cc1)C(=O)NCCO	-2	-18	0.3	3	-13	0	3	14	-2
26	CC1CCCCN1C(=O)C1CCCCN1S(=O)(=O)c1cccc([N+](=O)[O-])c1 (configuration not stated)	0	0	1.1	0	-8	1	-4	-2	-3
27	C=CCNC(=S)N1CCN(CCN=Cc2c(C)[nH]n(-c3ccc([N+](=O)[O-])cc3)c2=O)CC1	2	-4	-0.7	0	9	-2	8	-9	2
28	CCOC(=O)N1CCC(NC(=O)c2ccc3c(c2)N=C(CC)c2ccccc2S3)CC1	3	16	1.6	4	-25	3	-3	4	12
29	COc1ccccc1NC(=O)/C=C1\NC(=O)CS1	-3	-4	-2.0	0	0	-4	-2	-17	5
30	Cc1ccc(CSC2=NCCN2C(=O)c2ccc(S(=O)(=O)N(C)C)cc2)cc1	-6	10	1.6	1	-4	0	0	-2	11
31	CCOC(=O)CCC(=O)N1CCOCCOCCOCC1	2	0	2.2	1	0	5	-11	21	0
32	O=C(CCc1[nH]c2ccccc2c1Sc1ccccc1)N(CCO)CCO	-2	-9	2.2	2	1	3	-1	10	1
33	Cc1cc[n+](C(C)C(=O)c2ccc(-c3ccccc3)cc2)cc1 (configuration not stated)	-6	-1	-1.7	0	0	2	4	9	4
34	O=C(O)c1cc(NS(=O)(=O)c2ccc(N3CCOCC3)c([N+](=O)[O-])c2)cc(C(=O)O)c1	0	3	1.6	0	4	-4	0	6	7
35	O=C(c1cccs1)N1CCN(Cc2ccccc2[N+](=O)[O-])CC1	1	-15	4.7	0	-3	0	7	-94	-15
36	CCOCCCNS(=O)(=O)c1ccc(NC(=O)N2c3ccccc3Sc3ccccc32)cc1	-5	8	4.9	7	4	-7	0	15	-15

# A draw from above in order of length of the SMILES, largest number first:
no.	SMILES	PP1 inh	HCV core dimer	PP5 inh	GRK2 inh	GASC-1 inh	proCasp3 act	Fh CTSL1 inh	VLA-4 inh	procasp7 counter
30	Cc1ccc(CSC2=NCCN2C(=O)c2ccc(S(=O)(=O)N(C)C)cc2)cc1	-6	10	1.6	1	-4	0	0	-2	11
24	CCOc1ccc(NC(=O)c2c(NC(=O)CN3CCCC3)sc3c2CCC3)cc1	-5	-1	-0.3	1	-1	1	-1	-2	-2
33	Cc1cc[n+](C(C)C(=O)c2ccc(-c3ccccc3)cc2)cc1 (configuration not stated)	-6	-1	-1.7	0	0	2	4	9	4

# Following part
no.	SMILES	PP1 inh	HCV core dimer	PP5 inh	GRK2 inh	GASC-1 inh	proCasp3 act	Fh CTSL1 inh	VLA-4 inh	procasp7 counter
37	COc1cc(OC)cc(-c2oc(=O)c3cc(OC)c(OC)cc3c2/C=C/c2ccc(F)cc2)c1	-5	x	1.8	0	2	7	x	21	2
38	CCC(=O)C1CCCN(C(=O)c2ccc(OC3CCN(C(=O)CCOC)CC3)cc2)C1 (configuration not stated)	-1	-9	0.6	3	-5	2	-1	10	3
39	CSCCC(NC(=O)COc1ccccc1)C(=O)OC(C)C(=O)Nc1ccccc1C (configuration not stated)	-9	2	0.4	0	10	-8	-21	4	-3
40	O=C(CSc1nncs1)Nc1ccc(Cl)cn1	1	0	-0.3	0	0	-1	-3	16	-1
41	Cc1cc(F)ccc1N1CCC(N2CCN(C)C(CCO)C2)CC1 (configuration not stated)	0	-4	2.2	0	3	-3	-2	-7	3
42	C[C@@H](C(=O)Nc1ccc2c(c1)OCCO2)n1nnc2ccccc2c1=O	-2	1	-1.1	0	-10	17	-3	12	3
43	NC(=O)COC(=O)c1cccc2c1-c1ccccc1C2=O	-1	-1	0.7	3	-3	-3	1	14	9
44	COc1cccc(NC(=O)c2cc(C(=O)Nc3cccc(OC)c3)n(C)n2)c1	1	-3	1.8	0	-3	-4	2	6	5
45	COC(=O)c1nn(-c2ccc(Oc3ccccc3)cc2)c(=O)cc1O	-2	5	5.6	3	-32	7	5	3	-3
46	O=[N+]([O-])c1cccnc1SCc1c(F)cccc1Cl	-3	0	-1.0	1	-8	-5	1	7	7
47	Cc1ccc(S(=O)(=O)Nc2nccs2)cc1[N+](=O)[O-]	-3	-3	1.1	4	2	-4	-3	-7	6
48	O=C(NCc1ccccc1Cl)C1=CC=CN2CCS(=O)(=O)N=C12	-5	x	-1.0	0	-2	10	x	4	5

# 5 entries from above, set out differently:
# Values in the order: PP1 inh | HCV core dimer | PP5 inh | GRK2 inh | GASC-1 inh | proCasp3 act | Fh CTSL1 inh | VLA-4 inh | procasp7 counter
21: Cc1sc2ncnc(N=Nc3c(O)[nH]c4ccccc34)c2c1C
→ -5 | -16 | 0.4 | 0 | -5 | -4 | 4 | -66 | 7
39: CSCCC(NC(=O)COc1ccccc1)C(=O)OC(C)C(=O)Nc1ccccc1C (configuration not stated)
→ -9 | 2 | 0.4 | 0 | 10 | -8 | -21 | 4 | -3
41: Cc1cc(F)ccc1N1CCC(N2CCN(C)C(CCO)C2)CC1 (configuration not stated)
→ 0 | -4 | 2.2 | 0 | 3 | -3 | -2 | -7 | 3
29: COc1ccccc1NC(=O)/C=C1\NC(=O)CS1
→ -3 | -4 | -2.0 | 0 | 0 | -4 | -2 | -17 | 5
6: CCn1cc(C(=O)O)c(=O)c2cnc(N3CCN(C(=S)NC(=O)c4ccc(F)c(F)c4)CC3)nc21
→ 0 | 14 | -2.5 | 0 | 7 | 2 | 3 | 10 | 0

# New compounds follow.
no.	SMILES	PP1 inh	HCV core dimer	PP5 inh	GRK2 inh	GASC-1 inh	proCasp3 act	Fh CTSL1 inh	VLA-4 inh	procasp7 counter
49	Cc1ccc(C)c(NC(=O)c2cccc(Oc3ccc([N+](=O)[O-])cc3Cl)c2)c1	1	11	4.4	0	12	12	0	2	0
50	Cc1cc2oc(=O)cc(CN3CCN(S(=O)(=O)c4cccs4)CC3)c2cc1C(C)C	-3	20	-0.1	0	-3	3	3	0	2
51	Cc1cc(NC(=O)CSc2nnc3ccccn23)no1	-3	-3	-2.6	3	17	-5	-2	16	9
52	Cc1ccc(N=C2NC(=O)CS2)c(C)c1	-2	-3	0.8	4	7	-2	-3	21	8
53	CCCCOc1ccc(NC(=S)Nc2cc(C)nc(SCCCC)n2)cc1	0	-5	2.8	3	6	0	0	-6	3
54	CCc1ccc(NC(=O)C(CC)Sc2nc3ccsc3c(=O)n2CCC(=O)O)cc1 (configuration not stated)	1	7	0.1	2	-11	0	-1	1	6
55	O=C1NCCCc2nonc21	-4	1	-0.8	1	-2	5	2	6	-3
56	O=C1CN(C(=O)CSc2nc(-c3ccc(Cl)cc3)cs2)c2ccccc2N1	-3	8	-0.9	0	-2	-2	2	4	2
